Bioassay records as filed in PubChem.
RGS4 inhibitor = Inhibitors of Regulator of G Protein Signaling (RGS) 4: qHTS | Regulator of G-protein signaling 4 (Homo sapiens), P49798 | Transcreener GDP fluorescence polarization, RGS4-accelerated GTP hydrolysis | Potency, µM (titrated, usually from 114 µM), without a hit: top-dose activity change, negative = inhibition, actives largely listed as inhibitors | 390,000 tested, 0.039% active | AID 504845, 2011; also: potency is read from the fitted curve at half-maximal effect; % is scaled to controls: 0 for no effect and ±100 for the full control effect; nearly all actives have a fitted effect of over 75% in size; some results filed as inactive show a strong effect at the top dose
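MLSMR compounds (23 nl, pin-transferred) preincubated 10 min at room temperature with a 500nM (2x) first reagent, then RGS4 at 900nM (2x) plus Transcreener GDP mix added; fluorescence polarization (620/688 nm) read before and after 90 min at 30 °C.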
LDHA inh = qHTS assay for inhibitors of human lactate dehydrogenase | activity change, % (values are at about 110 or 230 µM) | 480,000 tested, 0.15% active | purified LDHA, NADH/diaphorase-resazurin fluorescence; active compounds read low | L-lactate dehydrogenase A chain (Homo sapiens), P00338; in the data active = activity change below about -30%; inconclusive = mostly about -25% to -30%;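 also: plate controls were DMSO wells for no effect and wells without enzyme for full effect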
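Human LDH5 at 2 nM final in Tris HCl pH 7.4 with 0.06 mM NADH and 0.2 mM pyruvate, reacted 5 minutes at room temperature. Remaining NADH coupled via diaphorase/resazurin; resorufin fluorescence read at 0 and 20 minutes, normalized to enzyme-free and DMSO wells.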
APEX1 inh = qHTS Assay for Inhibitors of the Human Apurinic/apyrimidinic Endonuclease 1 (APE1). DNA repair nuclease/redox regulator APEX1 (Homo sapiens), P27695. recombinant APE1, TAMRA/BHQ-2 abasic DNA cleavage fluorescence. Potency, µM (titrated, usually from 65.8 µM), without a hit: at the top dose activity change, negative = inhibition, hits mostly inhibitors. 350,000 tested, 0.35% active. AID 2517, 2012;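 also: potency is read from the fitted curve at half-maximal effect; plate controls were vehicle for no effect and reference inhibitor for full effect; nearly all actives have a fitted effect of over 55% in size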
Target sequence (P27695 whole entry, looked up): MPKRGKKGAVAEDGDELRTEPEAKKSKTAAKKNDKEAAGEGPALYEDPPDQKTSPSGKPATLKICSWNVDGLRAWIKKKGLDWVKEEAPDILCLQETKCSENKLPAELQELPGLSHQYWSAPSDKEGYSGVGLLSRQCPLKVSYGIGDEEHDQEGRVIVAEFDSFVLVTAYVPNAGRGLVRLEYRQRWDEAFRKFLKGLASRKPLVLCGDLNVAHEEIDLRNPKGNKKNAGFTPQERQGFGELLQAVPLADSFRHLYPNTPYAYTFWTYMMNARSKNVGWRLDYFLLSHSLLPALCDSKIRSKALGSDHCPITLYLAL
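Step 1: APE1 (0.75 nM) with compound, 15 min RT. Step 2: add 50 nM fluorophore/quencher THF duplex. Step 3: three fluorescence reads 60 s apart (525/598 nm); read 3 minus read 1 = reaction progress.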
ERG-DNA inh = qHTS for Small Molecule Inhibitors of the ERG Ets/DNA interaction; Transcriptional regulator ERG (Homo sapiens), P11308; fluorescence polarization, His-ERG Ets domain / labelled DNA; Potency, µM (top dose mostly 76.9 µM), for inactives: top-dose FP activity, negative = inhibition, actives largely listed as inhibitors; 370,000 tested, 0.028% active; AID 624246, 2012; active = well fitted inhibition curve with a large enough effect in the polarisation, with a control signal flat; inconclusive = small, poorly fitted or top-dose-only effect, or effect the other way, or a change in a side signal; inactive = no such curve, though single readings can be large or run the other way; the % refers to the polarisation;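 also: polarization taken with two DNA probes labelled with fluorescein and Texas red; potency is read from the fitted curve at half-maximal effect; % of control where 0% means no effect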
Target sequence (P11308 whole entry, looked up, the tested form may be a part): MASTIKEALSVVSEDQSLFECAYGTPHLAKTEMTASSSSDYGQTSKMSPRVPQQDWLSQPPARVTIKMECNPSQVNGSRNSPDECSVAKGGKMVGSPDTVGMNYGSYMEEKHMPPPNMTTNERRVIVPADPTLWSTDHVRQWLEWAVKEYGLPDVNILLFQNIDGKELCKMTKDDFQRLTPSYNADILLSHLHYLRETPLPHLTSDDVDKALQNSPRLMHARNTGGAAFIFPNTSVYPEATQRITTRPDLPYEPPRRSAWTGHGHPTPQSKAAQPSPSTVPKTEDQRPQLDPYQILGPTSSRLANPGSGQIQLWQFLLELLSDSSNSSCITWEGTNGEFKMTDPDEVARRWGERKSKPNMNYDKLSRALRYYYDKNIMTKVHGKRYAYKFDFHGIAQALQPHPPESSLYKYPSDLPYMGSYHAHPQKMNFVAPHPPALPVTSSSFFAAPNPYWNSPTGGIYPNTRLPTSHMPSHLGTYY
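His-tagged ERG Ets domain (1 uM in the protein solution; 300mM KCl, 50mM Tris-HCl, 1mM EDTA, 1mM DTT, pH 7.5) received compound, then a probe mix of 5 nM fluorescein-DNA and 100nM Texas-615-DNA. Fluorescence polarization was read for both dyes.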
ALOX12 inh = Primary qHTS assay for inhibitors of human arachidonate 12S-lipoxygenase (ALOX12): Round 2. AID 1671190, 2021. 580,000 tested, 1.1% active. purified 12hLO, xylenol orange hydroperoxide absorbance. Potency, µM (doses to about 108 µM), inactives show at the highest dose activity change, negative = inhibition, hits mostly inhibitors; also: potency is read from the fitted curve at half-maximal effect; % is scaled to controls: 0 for no effect and ±100 for the full control effect
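Purified human 12hLO at 150 nM in 25 mM Hepes, 0.01% Triton X-100, pH 7.0, preincubated 15 min at room temperature with compound. Reaction started with 40 uM arachidonic acid, 30 min at room temperature. Hydroperoxide measured by Fe-xylenol orange, 573/405 nm absorbance ratio.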
Apoferritin bind = qHTS Assay for Identification of Novel General Anesthetics; apoferritin/1-aminoanthracene competitive binding, fluorescence; Potency, µM (doses to about 77.5 µM), inactives show at the highest dose activity change, negative = displacement, actives largely listed as inhibitors; 350,000 tested, 0.074% active; also: potency is read from the fitted curve at half-maximal effect; % is scaled to controls: 0 for no effect and ±100 for the full control effect; nearly all actives have a fitted effect of over 20% in size
Target sequence (P02791 2-175 limits assumed): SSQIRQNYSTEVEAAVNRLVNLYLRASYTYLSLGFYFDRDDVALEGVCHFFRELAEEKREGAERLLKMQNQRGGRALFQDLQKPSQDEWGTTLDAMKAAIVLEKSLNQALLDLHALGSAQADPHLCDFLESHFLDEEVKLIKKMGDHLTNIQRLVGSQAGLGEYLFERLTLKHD
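In PBS, apoferritin at 10 uM is loaded with 1-AMA from a 50% saturated solution. After 10 min of compound exposure at ambient temperature, reduced 535 nm fluorescence indicates probe displacement.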
POLH inh = qHTS for Inhibitors of Polymerase Eta. DNA polymerase eta (Homo sapiens), Q9Y253. recombinant Pol eta, fluorescent DNA replication assay. Potency, µM (highest dose often 114 µM), for inactives: at the highest dose activity change, negative = inhibition, most hits filed as inhibitors. 390,000 tested, 1.2% active. AID 588591, 2011; also: potency is read from the fitted curve at half-maximal effect; % is scaled to controls: 0 for no effect and ±100 for the full control effect
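Pol eta (10 nM) was preincubated with compounds for 15 min at room temperature, after which fluorescent replication substrate (50 nM final) was added to start the reaction. Fluorescence was read kinetically at 0 and 10 min.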
POLB inh = qHTS Assay for Inhibitors of DNA Polymerase Beta | Pol beta primer extension/strand displacement, fluorescence kinetic | P06746 | 340,000 tested, 1.3% active | Potency, µM (doses to about 114 µM), without a hit: at the top dose activity change, negative = inhibition, most hits filed as inhibitors; also: potency is read from the fitted curve at half-maximal effect; % is scaled to controls: 0 for no effect and ±100 for the full control effect
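Curves were derived by four-parameter Hill fits of normalized qHTS data. The kinetic fluorescent primer-extension read was taken at 0 and 10 min after 50 nM substrate, following a 15 min room-temperature preincubation of 10 nM enzyme with compounds.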
Pol kappa inh = qHTS for Inhibitors of Polymerase Kappa; DNA polymerase kappa (Homo sapiens), Q9UBT6; purified Pol kappa, fluorescent DNA synthesis assay, 10 min; Potency, µM (highest dose often 107 µM), for the others: top-dose activity, negative = inhibition, most hits filed as inhibitors; 400,000 tested, 0.53% active; also: potency is read from the fitted curve at half-maximal effect; % is scaled to controls: 0 for no effect and ±100 for the full control effect
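Inhibition of 10 nM Pol kappa is measured by a fluorescent read-out at 0 and 10 min following addition of 50 nM substrate (final), with a 15-min room-temperature compound preincubation.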
The depositor's hits bear a star; ? = inconclusive; nt = no result given; [ ] = dose if it differs, or a comment. Unless noted, calls follow the shape of the dose curve; as a rule, active = well fitted curve in the direction sought with a large enough effect; inconclusive = small, poorly fitted or top-dose-only effect, or another doubt; inactive = no such curve, though single readings can be large; an effect the other way counts as inactive or inconclusive. Only part of the results is shown. The share of hits here may be higher or lower than overall.

Molecule	RGS4 inhibitor	LDHA inh	APEX1 inh	ERG-DNA inh	ALOX12 inh	Apoferritin bind	POLH inh	POLB inh	Pol kappa inh
COc1ccc(N=C2SC(C(N)=O)CC(=O)N2Cc2ccc3c(c2)OCO3)cc1 (stereo not given)	36%	-4	-5%	4%	-17%	-6%	28µM*	?	89µM*
COc1ccc(CNC(=O)CN(C)S(=O)(=O)c2ccc3c(c2)OCCO3)cc1OC	2%	-3	-10%	10%	-3%	nt	-20%	nt	-5%
Cc1ccc(C(=O)O/N=C2\CCSc3ccc(C)cc32)cc1	9%	-5	-6%	2%	0%	3%	-23%	?	-14%
CCCCn1c(N)c(N(CCOC)C(=O)CN2C(=O)c3ccccc3C2=O)c(=O)[nH]c1=O	2%	-4	47%[activator]	-2%	1%	-9%	-16%	0%	-1%
CCCc1cc(C(=O)Nc2ccc(OC)cc2[N+](=O)[O-])cs1	-17%	1	-9%	-3%	13%	?	1%	-5%	-1%
O=C(N=c1ccn(-c2nc3ccccc3nc2NS(=O)(=O)c2ccccc2)cc1)c1cccs1	-15%	-5	-11%	9%	-17%	-5%	3%	31%	-3%
CC(C)CN(C(=O)COc1ccc([N+](=O)[O-])cc1)c1c(N)n(CC(C)C)c(=O)[nH]c1=O	-22%	2	9%	23%	-17%	nt	-5%	nt	20%
O=C(COc1ccccc1Cl)Nc1ccc(Cl)c(-c2nc3ccccc3o2)c1	-7%	2	nt	-6%	?	-8%	-7%	2%	-10%
CC(=O)c1cccc(OCC(=O)N(CCC2=CCCCC2)c2c(N)n(Cc3ccccc3)c(=O)[nH]c2=O)c1	3%	-9	nt	-7%	3%	nt	?	nt	-3%
CC(C)CC(=O)NCC(C)NC(=O)CC(C)C (stereo not given)	-1%	0	1%	-4%	0%	10%	-4%	25%	14%
CN1CCN(C(=O)CN2C(=O)COc3ccc(S(=O)(=O)N4CCOCC4)cc32)CC1	15%	-1	10%	-4%	2%	2%	-13%	1%	-6%
CCN(CC(=O)Nc1ccc2c(c1)OCCO2)C(=O)c1ccc(CS(C)(=O)=O)cc1	0%	-2	12%	-15%	-18%	nt	-3%	nt	-7%
COc1ccccc1NC(=S)Nc1ccccc1F	-22%	-4	5%	-4%	-21%	5%	-6%	-9%	3%
Cc1nc(NCCc2ccccc2)c2nnn(Cc3ccccc3Cl)c2n1	-12%	-5	-9%	-6%	14%	4%	-14%	69%	5%
COCCNC(=O)COc1cccc2c1OC(C)(C)C2	12%[56.9 µM]	0	-3%	-7%	-6%	-2%	-5%	6%	-24%
CCOC(=O)NC(=O)c1cn(C(CC)CO)c(=O)[nH]c1=O (stereo not given)	0%	-7	6%	-3%	-5%	-2%	-18%	1%	5%
Cc1ccccc1OCc1nnc2c3cnn(C)c3ncn12	-11%	-8	-1%	3%	10%	-7%	1%	4%	-1%
CCOC(=O)C1(C(F)(F)F)N=C(c2cccnc2)OC(N2CCCCC2)=N1 (stereo not given)	-7%	2	?	3%	8%	0%	-12%	2%	-13%
COc1ccccc1N1CCN(C(=S)Nc2ccc(S(=O)(=O)N3CCOCC3)cc2)CC1	9%	-9	-8%	0%	-3%	-18%	0%	35%	1%
Cc1ccc(CNS(=O)(=O)c2ccc3oc(C(=O)O)c(C)c3c2)cc1	9%	2	-2%	-14%	-16%	-7%	-10%	15%	-11%
COc1cccc(CNc2ccc([N+](=O)[O-])cc2C)c1	-17%	8	-2%	7%	-14%	?	-17%	30%[activator]	-4%
O=C(c1ccc(Nc2cccc(C(F)(F)F)c2)nc1)N1CCCC1	-27%	-1	-4%	2%	-2%	-20%	-16%	?	5%
O=C1CN(C(=O)c2ccco2)c2ccccc2N1	-24%	-6	-1%	-16%	0%[57.4 µM]	-6%	-8%	-1%	-18%
N#CCC(=O)N/N=C\c1cc(Br)ccc1OC/C=C/c1ccccc1	6%	-6	4%	22%	12%	-5%	-21%	-13%	-5%
C=CCOc1ccccc1/C=N/NC(=O)Cc1ccccc1	1%	-5	9%	8%	0%	-16%	-17%	-1%	-4%

Two of the compounds above, with each value named:
> COc1ccc(N=C2SC(C(N)=O)CC(=O)N2Cc2ccc3c(c2)OCO3)cc1 (stereo not given)
  RGS4 inhibitor: 36%
  LDHA inh: -4
  APEX1 inh: -5%
  ERG-DNA inh: 4%
  ALOX12 inh: -17%
  Apoferritin bind: -6%
  POLH inh: 28µM*
  POLB inh: ?
  Pol kappa inh: 89µM*

> COc1ccc(CNC(=O)CN(C)S(=O)(=O)c2ccc3c(c2)OCCO3)cc1OC
  RGS4 inhibitor: 2%
  LDHA inh: -3
  APEX1 inh: -10%
  ERG-DNA inh: 10%
  ALOX12 inh: -3%
  Apoferritin bind: nt
  POLH inh: -20%
  POLB inh: nt
  Pol kappa inh: -5%

Back to the main list with the 2 entries that preceded the break.
Molecule	RGS4 inhibitor	LDHA inh	APEX1 inh	ERG-DNA inh	ALOX12 inh	Apoferritin bind	POLH inh	POLB inh	Pol kappa inh
N#CCC(=O)N/N=C\c1cc(Br)ccc1OC/C=C/c1ccccc1	6%	-6	4%	22%	12%	-5%	-21%	-13%	-5%
C=CCOc1ccccc1/C=N/NC(=O)Cc1ccccc1	1%	-5	9%	8%	0%	-16%	-17%	-1%	-4%
N#CCCN(C(=O)COC(=O)/C=C/c1cccs1)c1ccccc1	-5%	-8	2%	-5%	-19%	nt	-18%	nt	-7%
Cc1ccc(CNC(=O)CCCCCn2c(=O)c3sccc3n(CC(=O)Nc3c(C)cc(C)cc3C)c2=O)cc1	-18%	-13	nt	14%	1%	-2%	nt	31%[activator]	-5%
COc1ccc(NC(=O)CN(C)C(=O)Cc2ccc3c(c2)CCC3)cc1	-36%	0	24%	-14%	?	-12%	-9%	-6%	-7%
COc1ccc(NC(=O)CCc2c(C)nc3c(-c4ccc(F)cc4)c(C)nn3c2C)c(OC)c1	-10%	1	nt	1%	0%	2%	-16%	4%	-10%
CC(C)Oc1cc2ccccc2cc1CNC[C@H]1O[C@@H](n2cnc3c(N)ncnc32)[C@H](O)[C@@H]1O	21%	1	21%	12%	-27%	nt	0%	nt	8%
C=CCCC(=O)N1CCC(Oc2cccc(C(=O)NCc3ccccn3)c2)CC1	-14%	-6	-14%	2%	284%[activator]	-9%	-12%	0%	-10%
O=C(Cn1nnc(-c2ccccc2)n1)NC(=O)NC1CCCC1	-1%	-1	1%	-8%	?	nt	-28%	nt	-5%
COC(=O)c1sc(NC(=O)CSc2nc3cccnc3n2C)nc1C	3%	-9	42%	3%	-12%	-2%	-9%	21%	-9%
COc1ccccc1NC(=O)Cn1c(=O)n(-c2cccc(Cl)c2)c(=O)c2sc3ccccc3c21	11%	-10	nt	-4%	?	1%	-8%	33%	-9%
CNc1nc2ccccc2n1/N=C/c1cccc(OC)c1OC	5%	-9	-4%	13%	?	-14%	-24%	-6%	-9%
O=C(Nc1ccccc1F)c1nc(S(=O)(=O)Cc2ccccc2F)ncc1Cl	?	4	nt	-2%	-9%	88%[activator]	?	-2%	-24%
COc1cc(C(C)=O)ccc1OCC(O)CN1CCN(c2cc(C)cc(C)c2)CC1 (stereo not given)	5%	0	2%	-4%	18%	-21%	-4%	28%	0%
Nc1nonc1C(=O)NCCNC(=O)c1cccs1	2%	-8	-7%	nt	-15%	-4%	-9%	8%	-5%
O=C(CSc1ccc2nnc(-c3cccnc3)n2n1)Nc1ccc(F)cc1F	2%	-4	?	1%	94%[activator]	-2%	0%	4%	-13%
Cc1ccccc1Nc1nc(N)nc(CSc2nnc(C)n2C)n1	-3%	-7	13%	-13%	1%	-6%	-10%	23%	-2%
O=C(Nc1cccnc1)C1CCN(S(=O)(=O)c2cccs2)CC1	5%	-6	17%	10%	-8%	-3%	1%	40%	-5%
COc1ccc(C(=O)/C=C/C(=O)N(Cc2ccccc2OC)C(C(=O)NC2CCCCC2)c2ccncc2)c(O)c1 (stereo not given)	-26%	2	2%	15%	-8%	?	-22%	2%	-6%
Cc1nn(Cc2ccccc2)c(Cl)c1C(=O)NCCc1ccccc1	8%	-4	0%	5%	3%	-16%	3%	14%	-15%
